# RAD52 anneal inh: RAD52 (human) annealing inhibition; P43351; recombinant RAD52 DNA annealing, FRET fluorescence; inhibition, % at 18.7 µM; 360,000 tested, 0.46% active; AID 651710;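 active = every replicate showing at least 50% inhibition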
# Target sequence (P43351 whole entry, looked up): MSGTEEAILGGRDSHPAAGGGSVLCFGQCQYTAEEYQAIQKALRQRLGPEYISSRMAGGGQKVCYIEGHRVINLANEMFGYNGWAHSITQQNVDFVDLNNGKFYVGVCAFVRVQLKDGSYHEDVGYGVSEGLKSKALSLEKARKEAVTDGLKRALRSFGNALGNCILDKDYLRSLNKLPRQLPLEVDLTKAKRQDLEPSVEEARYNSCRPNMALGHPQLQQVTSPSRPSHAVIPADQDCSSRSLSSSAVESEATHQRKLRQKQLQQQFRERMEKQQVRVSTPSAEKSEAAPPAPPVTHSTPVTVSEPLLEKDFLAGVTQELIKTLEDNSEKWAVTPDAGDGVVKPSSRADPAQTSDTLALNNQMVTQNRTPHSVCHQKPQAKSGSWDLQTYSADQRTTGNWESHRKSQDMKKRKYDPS
# RAD54 branch: inhibitors of human RAD54 branch migration. RAD54 Holliday junction branch migration, FAM/BHQ fluorescence. AID 602329. inhibition, % at 10.4 µM. 360,000 tested, 0.14% active. Q92698;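 active = mean normalized replicate activity at least 40 and at least half of replicates scoring 40 or more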;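 note: 0% = median of neutral control wells and 100% = median of positive control wells; inhibitors cause a drop in the FAM fluorescence signal; in these data hits start at about 50%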
# S100A4 MyoIIA: S100A4-myosin IIA interaction inhibition. P26447. S100A4/TAMRA-MyoIIA peptide fluorescence polarization. inhibition, % at 10.7 µM. 360,000 tested, 0.14% active. AID 652163;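 active = mean inhibition of at least 70% across replicates, with every replicate also reaching that level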
#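 Material: S100A4 monomer protein | Medium: HEPES pH 7.2 with CaCl2, KCl, NaCl, DTT, Triton | Reagent: Labelled myosin peptide probe, 5 nM | Doses: One dose per compound | Times: 5 min incubation before reading | Benchmarks: Neutral control DMSO, positive control TFP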
# Xi reactivation: X-chromosome reactivation activator. 360,000 tested, 0.055% active. activation, % at 7.58 µM. XiGFP mouse fibroblasts, % GFP-positive cells imaging, 3 d; cells co-treated with 5-aza-dC sensitizer; scaled so ellipticine positive control = 100%;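 active = mean normalized replicate activation at least 10% and every replicate at or above 10%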;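 note: 0% = median of on-plate neutral control wells and 100% = ellipticine 6 µM median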
#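 System: XiGFP fibroblasts, SV40-immortalized. Medium: DMEM plus 5-aza-dC sensitizer. Doses: single point. Timing: 3 d treatment, 15 min room-temperature fixation. Control set: ellipticine 6 µM.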
# FN deposition inh: fibronectin deposition inhibition. 350,000 tested, 0.086% active. inhibition, % at 12.6 µM. AH1F fibroblasts, Alexa488-fibronectin deposition fluorescence, overnight. AID 743247;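 active = mean inhibition across replicates of 30% or more, regardless of how many single replicates reach that level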;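 note: positive control wells lacked labelled fibronectin entirely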
#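 Material: AH1F fibroblast monolayer depositing Alexa488-labelled fibronectin into matrix | Input: 10000 AH1F cells/well | Medium: DMEM plus 2% serum, read in PBS | Reagent: Alexa488-fibronectin, 24 nM final in well | Compound dosing: One dose per compound, pinned | Schedule: 1 h adhesion, overnight exposure | Measured by: Fluorescence at 485 nm excitation, 525 nm emission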
# EWS-Fli inh: inhibitors of EWS/Fli oncoprotein transcriptional activity; inhibition, % at 12.6 µM; 350,000 tested, 0.67% active; A673 NR0B1-luciferase reporter, viability-normalised;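 active = mean inhibition of at least 50% after viability correction, with every replicate also passing that limit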;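 note: firefly luciferase signal divided by Alamar Blue viability fluorescence both relative to DMSO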
# esBAF inh: blocks esBAF chromatin remodeling in mouse ES cells; Bmi1-luciferase knock-in reporter, 24 h; 100% = twice the neutral-well signal; reporter increase, % at 12.5 µM; 350,000 tested, 2% active; AID 602393; in the data active = activation above about 40%;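 note: 0% = median of the plate's neutral control wells and 100% = double that signal; a rise in the Bmi1 reporter signal indicates esBAF inhibition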
# E-sel inducer: induces E-selectin expression in human endothelial cells; P16581; HUVEC E-selectin immunofluorescence imaging; normalized: neutral wells 0, TNF-alpha wells 100; activation, % at 7.58 µM; 260,000 tested, 0.37% active; AID 686992;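 active = mean E-selectin-positive cell signal at least 10% of the positive control, reached in at least 60% of replicates, without over 20% cell loss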;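 note: in these data hits start at about 27%; measured in HUVEC primary endothelial cells; signal is the percent of cells scored E-selectin positive by PE staining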
# Target sequence (P16581 whole entry, looked up): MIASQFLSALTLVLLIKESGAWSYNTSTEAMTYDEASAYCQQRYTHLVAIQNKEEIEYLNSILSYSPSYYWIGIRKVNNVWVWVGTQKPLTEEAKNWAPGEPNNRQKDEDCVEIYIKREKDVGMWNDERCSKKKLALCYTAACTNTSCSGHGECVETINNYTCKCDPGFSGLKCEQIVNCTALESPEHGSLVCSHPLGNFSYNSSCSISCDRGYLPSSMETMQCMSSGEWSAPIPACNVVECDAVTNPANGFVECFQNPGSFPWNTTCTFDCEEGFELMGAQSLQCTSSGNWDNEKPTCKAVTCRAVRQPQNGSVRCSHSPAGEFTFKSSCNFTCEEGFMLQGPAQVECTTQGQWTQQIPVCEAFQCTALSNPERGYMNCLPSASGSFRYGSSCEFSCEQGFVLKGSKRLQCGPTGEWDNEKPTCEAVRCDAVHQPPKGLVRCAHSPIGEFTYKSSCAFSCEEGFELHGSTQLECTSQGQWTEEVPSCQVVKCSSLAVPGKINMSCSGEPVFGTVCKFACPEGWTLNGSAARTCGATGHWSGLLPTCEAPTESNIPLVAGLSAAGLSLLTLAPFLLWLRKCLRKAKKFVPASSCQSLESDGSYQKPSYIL
#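 Material: HUVEC primary endothelial cells; Amount: 3,000 cells per well; Dosing: single concentration; Medium: EGM-2 growth medium on 0.1% gelatin-coated wells; Read-out basis: percent E-selectin-positive cells; Signal: immunofluorescence imaging; Control set: TNF-alpha, DMSO.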
# * hit, by the source's call; nt = no result given.
SMILES,RAD52 anneal inh,RAD54 branch,S100A4 MyoIIA,Xi reactivation,FN deposition inh,EWS-Fli inh,esBAF inh,E-sel inducer
CCOc1ccccc1N1CCN(C(=O)c2ccc(-c3ccc(OC(C)=O)cc3)cc2)CC1,-10,-2,-2,0.0,-14,7,-3,-0.1
Cc1ccc(F)cc1NC(=O)C1CC(=O)N(Cc2ccccc2)C1 (stereo unspecified),-5,-1,5,0.0,-3,1,1,-0.1
CC(C)C[C@@H]1CN=C(N)N1C[C@@H]1CCCN1C[C@@H](C(C)C)N1C[C@@H](Cc2ccccc2)N(CCCC2CCCC2)C1=N,37,25,-2,0.0,9,4,-4,-0.1
CCN1CCC2(CCN(C(=O)c3cc(COc4cc(C)ccc4C)on3)C2)C1 (stereo unspecified),-21,-11,0,0.2,5,7,5,nt
CCCNC(=O)c1cc2c(c(-c3cccc(-c4ccc(F)cc4)c3)n1)[C@@H](CCO)N([S@](=O)C(C)(C)C)C2,9,6,3,0.3,-4,11,-4,0.6
CCS(=O)(=O)NCC[C@@H]1CC[C@@H](NS(=O)(=O)c2cccc(F)c2)[C@H](CO)O1,-11,-6,15,0.4,11,1,1,0.1
CCOC(=O)[C@]12CCC=C1N(CCC1=CCCCC1)C(=O)[C@H](CC(=O)NCCC(C)C)C2,-29,nt,-2,-0.1,nt,-6,nt,-0.3
Cc1c(OC(C)C(=O)N2C[C@H]3C[C@@H](C2)c2cccc(=O)n2C3)ccc2c3c(c(=O)oc12)CCCC3 (stereo partly specified),0,-15,3,nt,nt,8,4,nt
C/C=C/c1ccc([C@H]2[C@@H](CO)N(C(C)=O)C23CN(C(=O)NC2CCCCC2)C3)cc1,3,nt,-3,0.1,-10,1,nt,0.0
COc1cc(C2NC(=O)NC(c3ccccc3)=C2C(C)=O)c(Br)c(Br)c1O (stereo unspecified),-17,-6,-9,0.3,-4,11,-4,nt
CC(C)C(=O)NN1c2ccccc2CCc2ccccc21,-10,-7,1,0.4,-3,10,nt,11
O=C(Cc1ccccc1)N1CC[C@@H]2[C@H]1c1cc(C#Cc3cccc(F)c3)ccc1N[C@@H]2CO,nt,-12,nt,0.1,-15,-13,-1,0.0

# In another format: 4 of the compounds above.
Cc1c(OC(C)C(=O)N2C[C@H]3C[C@@H](C2)c2cccc(=O)n2C3)ccc2c3c(c(=O)oc12)CCCC3 (stereo partly specified)
  RAD52 anneal inh: 0	RAD54 branch: -15	S100A4 MyoIIA: 3	Xi reactivation: nt	FN deposition inh: nt	EWS-Fli inh: 8	esBAF inh: 4	E-sel inducer: nt

C/C=C/c1ccc([C@H]2[C@@H](CO)N(C(C)=O)C23CN(C(=O)NC2CCCCC2)C3)cc1
  RAD52 anneal inh: 3	RAD54 branch: nt	S100A4 MyoIIA: -3	Xi reactivation: 0.1	FN deposition inh: -10	EWS-Fli inh: 1	esBAF inh: nt	E-sel inducer: 0.0

COc1cc(C2NC(=O)NC(c3ccccc3)=C2C(C)=O)c(Br)c(Br)c1O (stereo unspecified)
  RAD52 anneal inh: -17	RAD54 branch: -6	S100A4 MyoIIA: -9	Xi reactivation: 0.3	FN deposition inh: -4	EWS-Fli inh: 11	esBAF inh: -4	E-sel inducer: nt

CC(C)C(=O)NN1c2ccccc2CCc2ccccc21
  RAD52 anneal inh: -10	RAD54 branch: -7	S100A4 MyoIIA: 1	Xi reactivation: 0.4	FN deposition inh: -3	EWS-Fli inh: 10	esBAF inh: nt	E-sel inducer: 11

# More records.
SMILES,RAD52 anneal inh,RAD54 branch,S100A4 MyoIIA,Xi reactivation,FN deposition inh,EWS-Fli inh,esBAF inh,E-sel inducer
COc1ccc(NC(=O)N(C)C[C@@H]2Oc3ccc(NC(=O)NC4CCCCC4)cc3C(=O)N([C@H](C)CO)C[C@@H]2C)cc1,-6,-21,-5,0.0,nt,-3,-2,3.7
COc1ccc(Br)cc1/C=C\C(=O)NCc1cccnc1,-7,nt,-5,0.1,3,-14,1,nt
Cc1noc(C)c1S(=O)(=O)Nc1ccc2c(c1)C(=O)N([C@H](C)CO)C[C@@H](C)[C@H](CN(C)Cc1ccc3c(c1)OCO3)OCCCC[C@@H](C)O2,9,-6,5,0.3,nt,-2,2,-0.2
C=CCOc1ccc(/C=C/C(=O)OCC(=O)NC(C)c2ccc(F)cc2)cc1 (stereo unspecified),-12,nt,2,0.1,-3,-7,nt,0.0
Cc1cc(C)cc(N(C(C)C(=O)N2CCCCC2)S(C)(=O)=O)c1 (stereo unspecified),-7,-3,13,nt,nt,nt,9,nt
CC(C)(C)NC(=S)NC1CC1,-10,nt,4,0.1,-9,-7,nt,nt
O=C(Nc1ccc2c(c1)OCO2)C1CC(c2c(F)cccc2Cl)=NO1 (stereo unspecified),-7,11,-1,nt,nt,-54,23,nt
CC(C)(C)NC(=O)CN(C(=O)c1ccc(Cl)nc1)c1cccc2ccccc12,2,-5,12,1.3,-1,3,nt,-0.5
CCCCN(C=O)c1c(CC)nc2c(OCC(=O)c3ccc(F)cc3)cccn12,-64,0,-3,0.3,13,-16,11,-0.2
CCS(=O)(=O)N[C@@H]1C=C[C@@H](CC(=O)NCc2ccc(F)cc2)O[C@H]1CO,nt,0,-3,nt,nt,7,5,nt
C[C@@H]1CN([C@H](C)CO)C(=O)c2cccc(NS(=O)(=O)c3ccccc3)c2O[C@@H]1CN(C)S(=O)(=O)c1ccccc1,1,0,6,-0.5,nt,4,0,0.6
CN1CCN(NC(=S)Nc2ccc(OC(F)F)cc2)CC1,0,nt,3,-0.2,-5,-1,nt,-0.1
N#Cc1ccc(CN2CCN(C(=O)C3CC(=O)N(c4ccc5c(c4)OCCO5)C3)CC2)cc1 (stereo unspecified),-2,5,-2,0.0,2,2,-1,0.2
COc1ccc(CCN2CC(C(=O)Nc3ccc(S(C)(=O)=O)cc3)CC2=O)cc1OC (stereo unspecified),0,17,-1,0.0,5,-7,nt,2.6
Nc1cccc2cc(S(=O)(=O)O)ccc12,-82,-12,42,0.0,3,-10,-11,0.3
O=[N+]([O-])c1cc(-c2nc(-c3ccncc3)no2)ccc1Cl,nt,12,nt,0.1,-21,nt,16,1.3
CCCSc1nc2c(cnn2-c2ccccc2)c(=O)[nH]1,-3,-6,0,0.4,-4,4,-10,0.4
COc1cc(/C=N/Nc2cccc(C)c2)ccc1OC(=O)c1ccco1,-19,nt,1,0.0,1,-32,nt,nt
Cc1cccc(OC(=O)c2cccnc2)c1C,-17,-8,6,0.2,-3,-7,-9,nt
Cc1ccnc(NS(=O)(=O)c2ccc(N3C(=O)c4ccccc4C3=O)cc2)n1,nt,-12,nt,0.0,0,nt,nt,0.2
OC(CN1CCC(Cc2ccccc2)CC1)c1ccccc1 (stereo unspecified),-8,-12,-11,0.1,-9,15,2,-0.1
CC(=O)NC(CC(=O)OCC(=O)Nc1cc(S(=O)(=O)N2CCCCC2)ccc1C)c1ccccc1 (stereo unspecified),-17,-2,-4,0.3,4,2,2,nt
COc1ccc(OC)c(-c2csc(NC(=O)C3COc4ccccc4O3)n2)c1 (stereo unspecified),-58,nt,-6,0.0,3,6,-5,nt
COc1ccc(CN(C)C(=O)CNC(=O)c2ccc3ccccc3c2)c(OC)c1,-15,-7,-7,0.0,3,-5,5,-0.2

# Reprinted from the part before: 3 compounds, followed by the next part.
SMILES,RAD52 anneal inh,RAD54 branch,S100A4 MyoIIA,Xi reactivation,FN deposition inh,EWS-Fli inh,esBAF inh,E-sel inducer
CC(=O)NC(CC(=O)OCC(=O)Nc1cc(S(=O)(=O)N2CCCCC2)ccc1C)c1ccccc1 (stereo unspecified),-17,-2,-4,0.3,4,2,2,nt
COc1ccc(OC)c(-c2csc(NC(=O)C3COc4ccccc4O3)n2)c1 (stereo unspecified),-58,nt,-6,0.0,3,6,-5,nt
COc1ccc(CN(C)C(=O)CNC(=O)c2ccc3ccccc3c2)c(OC)c1,-15,-7,-7,0.0,3,-5,5,-0.2
CCOC(=O)CN(C(=O)COC(=O)C1(c2ccccc2)CC1)c1ccc(F)cc1,3,nt,-3,-0.1,3,4,-7,-1.5
CC(=O)c1sc(Nc2nc3cc4c(cc3s2)OCO4)nc1C,-21,nt,-5,0.0,nt,-81,nt,nt
CCN1CCN(CCNC(=O)CCCn2nc(C)c3c(C)n(-c4ccc(C)cc4)nc3c2=O)CC1,-2,2,-1,0.0,-7,nt,-4,0.4
CC(C)NC(=O)Nc1ccc2c(c1)C(=O)N([C@H](C)CO)C[C@@H](C)[C@H](CN(C)S(C)(=O)=O)O2,6,8,1,-0.7,nt,nt,-3,-6.6
O=C(Nc1cc2c3c(c1)CC(=O)N3CCC2)c1ccc(Br)cc1,6,9,-1,0.0,-1,-21,nt,nt
CS(=O)(=O)N1CCc2cc(C(=O)Nc3ccc(Cl)cc3)ccc21,-2,0,-2,0.1,10,-93,63*,nt
c1csc(-c2nc(NCC3CCCO3)c3ccccc3n2)c1 (stereo unspecified),-19,-2,-3,0.2,3,5,4,-0.1
CC(=O)NC(Cc1ccccc1)Cc1ccccc1,-15,-7,-1,0.2,-3,3,-8,-0.2
O=C(NCc1cccnc1)c1ccc(Cl)c(S(=O)(=O)N2CCOCC2)c1,-1,3,-4,0.4,-7,0,-3,-4.2
Cc1cc(=O)oc2cc(OCC(=O)Nc3ccccc3C(=O)O)ccc12,-19,-6,3,nt,5,-2,1,nt
CCCCN(C(=O)c1cc(Cl)nc2ccccc12)c1c(N)n(CCC)c(=O)[nH]c1=O,10,8,1,0.0,15,2,-6,-0.1
COc1ccc(NS(=O)(=O)c2cccs2)cc1S(=O)(=O)N1CCCCC1,-9,-4,1,0.0,0,-7,-2,nt

# Shown as a hit in esBAF inh (from the list above):
canonical_smiles	RAD52 anneal inh	S100A4 MyoIIA	esBAF inh
CS(=O)(=O)N1CCc2cc(C(=O)Nc3ccc(Cl)cc3)ccc21	-2	-2	63*

# Next part:
SMILES,RAD52 anneal inh,RAD54 branch,S100A4 MyoIIA,Xi reactivation,FN deposition inh,EWS-Fli inh,esBAF inh,E-sel inducer
COc1ccccc1S(=O)(=O)N1CC[C@@H]2[C@@H](CO)Nc3ccc(-c4ccccc4)cc3[C@@H]21,26,1,-16,0.0,-1,7,-9,-0.4
COc1ccccc1C#Cc1cnc2c(c1)C(=O)N([C@H](C)CO)C[C@H](C)[C@@H](CN(C)C(=O)CN(C)C)O2,47,11,40,-0.6,nt,-1,-5,-0.2
Cc1noc(C)c1NC(=O)Nc1ccc2c(c1)C(=O)N([C@H](C)CO)C[C@H](C)[C@H](CN(C)C(=O)Nc1c(C)noc1C)O2,-2,1,-3,0.0,nt,-13,-4,-0.1
CC(C)[C@H]1C(=O)Nc2ccccc2N1C(=O)N[C@@H](Cc1ccccc1)C(=O)N[C@H](C(=O)O)c1ccccc1,-11,-14,5,nt,nt,-7,2,nt

# High-throughput results as filed in PubChem.
